# Source: PubChem
# D2 antag – HTS Assay for Allosteric Antagonists of the Human D2 Dopamine Receptor: Primary Screen for Antagonists; D(2) dopamine receptor (Homo sapiens), P14416; HEK293 TREx D2 cells, calcium flux, dopamine EC80; inhibition, % at 10 µM; 340,000 compounds, 2% hits; in the data active = inhibition above about 30%; also: 0% is about no effect
# Target sequence (P14416 whole entry, looked up): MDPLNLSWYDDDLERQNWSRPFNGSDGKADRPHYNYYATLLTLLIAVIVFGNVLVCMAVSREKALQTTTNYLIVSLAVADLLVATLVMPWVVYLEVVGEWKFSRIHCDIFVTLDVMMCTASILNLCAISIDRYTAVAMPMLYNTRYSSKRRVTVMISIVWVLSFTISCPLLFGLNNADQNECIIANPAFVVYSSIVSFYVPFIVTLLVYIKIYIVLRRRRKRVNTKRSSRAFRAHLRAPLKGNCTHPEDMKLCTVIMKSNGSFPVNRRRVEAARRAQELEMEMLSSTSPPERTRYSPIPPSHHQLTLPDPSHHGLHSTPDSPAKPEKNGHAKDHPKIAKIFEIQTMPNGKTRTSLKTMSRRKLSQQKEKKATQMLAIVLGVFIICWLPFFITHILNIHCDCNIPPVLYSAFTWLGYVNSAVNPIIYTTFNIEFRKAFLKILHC
#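 Compounds are added to dye-loaded, induced HEK293 T-REx cells coupled to calcium release via D2; after a 3 min kinetic read an EC80 dopamine stimulus is given and fluorescence is recorded for 3 more min.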
# RXFP1 antagonist – qHTS Assay for Antagonists of the Relaxin Receptor RXFP1; HEK293-RXFP1, relaxin-stimulated cAMP HTRF, 30 min; stronger effect = lower value; activity change, negative = inhibition, % at 57.5 µM; 350,000 compounds, 0.59% hits;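 active = activity change of -60% or lower, but not beyond a set lower limit; inconclusive = change between -60% and -40%, or beyond the set limit; inactive = change above -40%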; also: % is scaled to controls: 0 for no effect and ±100 for the full control effect
# TRHR ag – qHTS for Small Molecule Agonists and Allosteric Enhancers of Human TRH Receptor: Primary Screen for Agonists; Thyrotropin-releasing hormone receptor (Homo sapiens), P34981; TRHR cells, calcium flux fluo-8, FDSS agonist mode; activation, % at 2 µM; 360,000 compounds, 0.18% hits; also: 0% is about no effect
# Target sequence (P34981 whole entry, looked up): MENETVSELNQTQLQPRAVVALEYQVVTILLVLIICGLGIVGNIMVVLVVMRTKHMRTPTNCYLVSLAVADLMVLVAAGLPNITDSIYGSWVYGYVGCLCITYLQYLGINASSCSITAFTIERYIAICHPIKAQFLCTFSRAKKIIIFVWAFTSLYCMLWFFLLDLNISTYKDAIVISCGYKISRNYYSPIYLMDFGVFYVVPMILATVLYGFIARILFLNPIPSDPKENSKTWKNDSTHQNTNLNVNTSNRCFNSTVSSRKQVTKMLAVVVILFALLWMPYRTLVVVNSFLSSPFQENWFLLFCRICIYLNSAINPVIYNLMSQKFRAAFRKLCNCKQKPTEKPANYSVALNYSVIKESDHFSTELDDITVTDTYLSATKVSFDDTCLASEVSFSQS
#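 Agonist-mode FDSS calcium read (Ex 480/Em 530, 1 s cycles) in 1536-well TRHR cells with fluo-8 dye, after 10-cycle baseline and 23 nL compound addition; TRH at EC20 (10 nM final) added afterwards for the enhancer phase.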
# D2 PAM – HTS Assay for Positive Allosteric Modulators of the Human D2 Dopamine Receptor: Primary Screen for Potentiators | D(2) dopamine receptor (Homo sapiens), P14416 | 340,000 compounds, 0.34% hits | potentiation, % at 10 µM | HEK293 T-REx D2, calcium flux, EC20 dopamine potentiation;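 active = potentiation over 3 SD above the plate norm, cut at about 30% in these data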; also: 0% is about no effect
#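 Calcium flux readout, no-wash dye, 1 read/s. Inducible HEK293 Trex D2 line, overnight 30 C. Compound alone 180 s (agonist flags), then EC20 dopamine, another 180 s to score potentiation.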
# D1 antagonist – Antagonist of Human D 1 Dopamine Receptor: qHTS; HEK293 TREx D1 cells, calcium flux, dopamine EC80; stronger effect = lower value; activity change, negative = inhibition, % at 10 µM; 360,000 compounds, 3.2% hits; in the data active = activity change below about -30%; also: % is scaled to controls: 0 for no effect and ±100 for the full control effect
#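 Cells carrying a force-coupled, tetracycline-inducible human D1 receptor report calcium flux. Each well gets a 10 s baseline, compound with 180 s monitoring, then an EC80 dopamine stimulus with a second 180 s kinetic read.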
# D1 PAM – Potentiators of Human D1 Dopamine Receptor: qHTS; D(1A) dopamine receptor (Homo sapiens), P21728; HEK293 TREx D1 cells, calcium flux, dopamine EC20 potentiation; potentiation, % at 10 µM; 360,000 compounds, 0.036% hits; in the data active = potentiation above about 30%; also: 0% is about no effect
# D1 ag – Allosteric Agonists of the Human D1 Dopamine Receptor: qHTS. 360,000 compounds, 1% hits. D(1A) dopamine receptor (Homo sapiens), P21728. activation, % at 2 µM. HEK293 T-REx D1 cells, calcium flux, agonist mode; also: 0% is about no effect
#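 Agonism was scored from calcium flux recorded over 180 s (1 read/s) after pintool compound addition, following a 10-cycle baseline. Cells were inducible force-coupled HEK293 TREx D1, plated overnight at 30 C and loaded with no-wash calcium dye.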
# TRHR PAM – qHTS for Small Molecule Agonists and Allosteric Enhancers of Human TRH Receptor: Primary Screen for Enhancers. AID 493056, 2011. Thyrotropin-releasing hormone receptor (Homo sapiens), P34981. TRHR cells, fluo-8 calcium fluorescence, EC20 TRH enhancement. enhancement, % at 2 µM. 360,000 compounds, 0.66% hits; in the data active = enhancement above about 30%; also: 0% is about no effect
#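 TRHR-expressing cells loaded with fluo-8 calcium dye were read kinetically (ex 480/em 530) during compound addition, then stimulated with an EC20 of TRH (10 nM final). Enhancement of the Gq-mediated intracellular calcium response was scored.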
# D2 ag – HTS Assay for Allosteric Agonists of the Human D2 Dopamine Receptor: Primary Screen for Agonists; D(2) dopamine receptor (Homo sapiens), P14416; HEK293 T-REx D2 cells, calcium flux agonist mode; activation, % at 2 µM; 340,000 compounds, 0.53% hits; AID 485358, 2010;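 active = activation over 3 SD above normal in the single-dose calcium agonist read, cut at about 30% in these data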; also: 0% is about no effect
#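 Agonism is scored from calcium flux in a force-coupled, inducible HEK293 cell line expressing D2, read kinetically for 180 s after compound addition against dopamine controls.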
# Starred values were filed as active, the others as inactive; ? = inconclusive; / = not tested or not shown. Rule as the data show it, unless noted: active = activation above about 30%; inactive = the rest.
SMILES,D2 antag,RXFP1 antagonist,TRHR ag,D2 PAM,D1 antagonist,D1 PAM,D1 ag,TRHR PAM,D2 ag
O=C1C=C(c2ccccc2)CC(c2cccs2)C1n1cnc([N+](=O)[O-])c1 (configuration not stated),-25,-8,-0.1,13,6,-2,0,-1,-0.7
CCCc1[nH]n(-c2ccc([N+](=O)[O-])cc2)c(=O)c1C=NCCc1ccc(OC)c(OC)c1,-8,-2,0.9,7,-10,-6,0,2,-0.3
CCC(C)c1ccc(OCc2ccc(C(=O)O)o2)cc1 (configuration not stated),13,-11,0.6,12,-4,-2,1,1,0.4
O=S(=O)(c1ccccc1)c1nc(-c2ccccc2F)oc1N1CCOCC1,/,-9,-1.8,12,-4,-2,1,17,-2.0
CC(=O)Oc1cccc(C(=O)Nc2ccccc2NC(=O)c2cccc(OC(C)=O)c2)c1,-21,-4,-0.1,7,70,20,4,14,0.0
O=C(NC(=S)NC1CCCCC1)c1ccccc1[N+](=O)[O-],15,1,0.9,-10,9,-2,-1,2,0.9
CC(C)CN(CC(C)C)C(=O)CN1C(=O)NC2(CCc3ccccc3C2)C1=O (configuration not stated),-9,13,-0.2,4,-1,-2,1,-4,0.1
CCCCN(C)CCNC(=O)C1CCN(S(=O)(=O)c2cccc3nsnc23)CC1,5,6,-0.1,10,20,0,3,-2,-0.5
CCOc1cc(/C=C(\C#N)C(N)=O)ccc1OCc1c(C)no[n+]1[O-],-10,0,0.0,-9,4,2,3,-1,-0.8
COc1ccc(S(=O)(=O)Nc2ccc3c(c2)CCC3)cc1,-14,?,-0.8,-2,-7,-4,5,-4,-0.9
COCCNc1oc(-c2ccc(COc3ccc(OC)cc3)o2)nc1C#N,/,-5,-0.7,3,-9,0,4,-5,-0.2
Clc1ccc(Sc2oc(/C=N/n3cnnc3)cc2Br)cc1,7,-5,-1.4,5,1,5,3,4,1.4
CC(=O)NC(CC(=O)Nc1ccc(S(=O)(=O)Nc2nccs2)cc1)c1ccccc1 (configuration not stated),13,2,0.4,1,1,2,5,-1,-0.9
O=S(=O)(Nc1cccc2c1CCCC2)c1ccc(Cl)cc1,-4,-26,-0.4,12,2,-4,1,-2,-1.8
Cc1ccc(NC(=O)CCC(=O)NNC(=O)c2ccccc2Cl)c(C)c1,-4,-11,-2.1,1,-19,-1,0,4,1.3
c1ccc2c(c1)[nH]c1c(N3CCCC3)ncnc12,-5,-11,-0.3,-3,-18,-5,8,2,0.7
Cc1ccc(-c2nnc(Nc3ccc(O)cc3)c3ccccc23)cc1S(=O)(=O)NC(C)(C)CO,/,/,-0.7,-2,-44*,-3,-1,18,-2.2
Cc1c(Cl)cccc1NC(=O)CSc1nc2ncccc2o1,/,19,0.1,-1,9,-6,8,-1,/
COc1cc(/C=N/Nc2nc(N3CCCC3)nc(N3CCCC3)n2)ccc1OCc1ccccc1F,9,5,0.0,4,-12,0,2,1,-1.1
CCN1CCN(Cc2coc3ccc(C)cc3c2=O)CC1,9,3,0.3,13,15,3,2,6,-0.5
O=C(Nc1cccc(C(=O)OCc2cc(=O)n3ccsc3n2)c1)c1ccc(F)cc1,/,-8,-1.3,10,18,1,1,2,-1.9
O=C(c1cccc(Cl)c1)c1nn(-c2ccccc2)c(=O)cc1C(F)(F)F,10,-13,0.2,4,13,1,0,-4,0.1
CCCN(C(=O)c1ccco1)c1nnc(-c2ccncc2)s1,5,-21,-0.4,5,2,0,-3,2,0.2
O=C(CCCn1nnc(-c2cccnc2)n1)c1ccc(F)cc1,6,-3,-0.1,5,2,-3,4,1,0.2
Cc1ccccc1NC(=O)c1sc2nc3c(cc2c1N)CN(Cc1ccccc1)CC3,/,-10,0.3,11,6,2,1,6,2.2
Cc1ccccc1NC(=O)CN1C(=O)COc2ccc(S(=O)(=O)N3CCCC3)cc21,-25,13,-0.3,12,-16,0,1,-3,-0.1
COc1cccc(NC(=O)C2CCCN(S(=O)(=O)c3c(C)[nH]c(=O)[nH]c3=O)C2)c1 (configuration not stated),/,/,0.4,/,1,6,0,-6,0.2
CN(Cc1cccs1)C(=O)C1CCN(S(=O)(=O)c2ccccc2)CC1,10,4,-0.2,-10,6,/,2,1,0.8
O=C(O)/C=C/C(=O)Nc1ccc(F)cc1F,-1,2,0.2,12,12,0,0,6,0.4
O=S(=O)(c1cccc(Cl)c1)N1CCC(c2nc3ccccc3[nH]2)CC1,9,-8,-0.8,/,10,-8,2,4,-1.8
CC(C)c1nc(SCC(=O)Nc2nc3c(s2)CCCC3)c2ccccc2n1,8,-7,-0.8,1,3,2,4,0,-1.0
CCOc1ccc2c(c1)C(NC(C)=O)C(=O)N2CCN1CCOCC1 (configuration not stated),-13,-5,1.4,5,2,-4,4,4,0.2
COc1ccc(S(=O)(=O)N2Cc3ccccc3CC2C(=O)Nc2nccs2)cc1 (configuration not stated),-15,-14,-0.5,1,3,-5,2,0,-0.5
CCCCCCc1c(C)[nH]c2nc3ccccc3n2c1=O,-12,3,0.2,0,22,-3,-1,0,-0.2
COc1ccccc1N1CCN(C2CC(=O)N(c3ccc(Cl)cc3)C2=O)CC1 (configuration not stated),/,-1,0.0,/,2,-1,1,0,/
CCC1CCCCN1C(=O)c1cc(COc2ccc(-n3cncn3)cc2)on1 (configuration not stated),6,-17,-0.6,1,-34*,-10,17,5,0.6
CCCCNc1ncnc2c1cnn2-c1ccccc1,-4,-18,1.2,-4,-22,-3,-1,-2,0.2
CCCNC(=O)c1ccccc1NS(=O)(=O)c1ccc2c(c1)OCCO2,-5,-15,-0.1,3,5,1,0,-2,0.5
COc1ccc(NC(=O)CCc2nc3cccnc3n2-c2ccccc2)cc1Cl,/,-19,-1.8,17,16,-1,1,-5,-0.8
CCc1cccc(CC)c1NC(=O)CSc1nnc(C2CC2)n1C,-10,-13,-1.9,20,10,3,3,6,-2.6
Cc1ccc(-c2nsc(SCC(=O)Nc3ccc4c(c3)OCO4)n2)cc1,6,11,-1.7,0,-5,-2,1,-3,-0.5
CCn1c(SCc2nc3ccccc3c(=O)[nH]2)nc2ccccc2c1=O,-3,-17,-0.5,4,2,0,-1,-3,0.2
COC(=O)C1=CN(c2ccc(Cl)cc2)C=C(C(=O)OC)C1c1ccc([N+](=O)[O-])cc1,/,-4,1.0,/,6,-2,2,-1,/
O=C1OC(Nc2nc3ccccc3s2)c2ccccc21 (configuration not stated),-2,-6,-0.1,-7,-13,0,3,-10,-0.5
CCN1CCN(C(=O)C2CCN(Cc3cc(Cl)ccc3O)CC2)CC1,-25,-21,0.5,-7,6,-3,4,0,-0.4
COC(=O)c1ccc(NC(=O)CC2C(=O)N(C)C(=S)N2Cc2ccc(S(N)(=O)=O)cc2)cc1 (configuration not stated),-4,-2,0.8,8,1,-4,6,-2,1.3
CCCC(C)NC(=O)c1cc(C(=O)OC)cc([N+](=O)[O-])c1 (configuration not stated),7,2,-0.5,-6,1,-6,0,0,-1.4
O=S(=O)(c1ccccc1)c1nc(-c2ccco2)oc1NCCCn1ccnc1,-22,-4,1.6,/,23,-1,1,-1,1.6
COc1ccccc1NC(=O)COC(=O)Cc1c[nH]c2ccccc12,-20,-14,-2.0,7,10,-3,3,-1,-0.4
O=C(COC(=O)CSc1cc(Cl)ccc1Cl)NCc1ccc2c(c1)OCO2,1,-7,0.4,-8,5,-8,4,24,0.2

# Two entries from above, with tabs:
compound	D2 antag	RXFP1 antagonist	TRHR ag	D2 PAM	D1 antagonist	D1 PAM	D1 ag	TRHR PAM	D2 ag
COC(=O)C1=CN(c2ccc(Cl)cc2)C=C(C(=O)OC)C1c1ccc([N+](=O)[O-])cc1	/	-4	1.0	/	6	-2	2	-1	/
O=C1OC(Nc2nc3ccccc3s2)c2ccccc21 (configuration not stated)	-2	-6	-0.1	-7	-13	0	3	-10	-0.5

# A different layout for some results above:
mol	D2 antag	RXFP1 antagonist	TRHR ag	D2 PAM	D1 antagonist	D1 PAM	D1 ag	TRHR PAM	D2 ag
CCc1cccc(CC)c1NC(=O)CSc1nnc(C2CC2)n1C	-10	-13	-1.9	20	10	3	3	6	-2.6
Cc1ccc(-c2nsc(SCC(=O)Nc3ccc4c(c3)OCO4)n2)cc1	6	11	-1.7	0	-5	-2	1	-3	-0.5
CCn1c(SCc2nc3ccccc3c(=O)[nH]2)nc2ccccc2c1=O	-3	-17	-0.5	4	2	0	-1	-3	0.2
COC(=O)C1=CN(c2ccc(Cl)cc2)C=C(C(=O)OC)C1c1ccc([N+](=O)[O-])cc1	/	-4	1.0	/	6	-2	2	-1	/
O=C1OC(Nc2nc3ccccc3s2)c2ccccc21 (configuration not stated)	-2	-6	-0.1	-7	-13	0	3	-10	-0.5
CCN1CCN(C(=O)C2CCN(Cc3cc(Cl)ccc3O)CC2)CC1	-25	-21	0.5	-7	6	-3	4	0	-0.4
COC(=O)c1ccc(NC(=O)CC2C(=O)N(C)C(=S)N2Cc2ccc(S(N)(=O)=O)cc2)cc1 (configuration not stated)	-4	-2	0.8	8	1	-4	6	-2	1.3
CCCC(C)NC(=O)c1cc(C(=O)OC)cc([N+](=O)[O-])c1 (configuration not stated)	7	2	-0.5	-6	1	-6	0	0	-1.4
O=S(=O)(c1ccccc1)c1nc(-c2ccco2)oc1NCCCn1ccnc1	-22	-4	1.6	/	23	-1	1	-1	1.6
COc1ccccc1NC(=O)COC(=O)Cc1c[nH]c2ccccc12	-20	-14	-2.0	7	10	-3	3	-1	-0.4

# Additional results
SMILES,D2 antag,RXFP1 antagonist,TRHR ag,D2 PAM,D1 antagonist,D1 PAM,D1 ag,TRHR PAM,D2 ag
CCC(C)[C@H](N)c1nnc(SCC(=O)Nc2cccc(Cl)c2)o1 (some centres not stated),-15,4,0.1,-5,-16,2,6,-3,0.5
CSc1nnc(C(C)(C)C)c(=O)n1/N=C/c1ccc(C(C)C)cc1,-1,-4,-1.6,9,23,0,4,1,0.8
Cc1cc(C)n2nc(C(=O)N3CCCC(N4CCN(c5ccccc5C)CC4)C3)cc2n1 (configuration not stated),-29,-10,-0.1,-11,6,-1,3,4,8.8
Cc1cccc(C)c1NC(=O)CCCSc1nnc(N)s1,0,-13,0.1,5,5,-1,3,-3,1.3
COc1ccc(-c2noc(CN(C(=O)c3c(-c4ccccc4Cl)noc3C)C(C)C)n2)cc1,-11,1,0.4,5,-5,3,4,0,0.8
CC(C)(C)NS(=O)(=O)c1ccc(CCC(=O)NCc2cccnc2)cc1,-2,-7,-0.9,5,-7,-4,2,4,0.1
O=C(NCc1nc(-c2ccccc2)no1)c1ccc(Br)o1,-32,28,-0.2,3,-17,0,4,-5,-0.4
Cc1ccc(C)c(NC(=O)CCN2CCN(CCO)CC2)c1,10,2,0.2,9,2,-30,1,8,0.6
